Screening results deposited in PubChem BioAssay by several laboratories.
NadD block: blocks S. aureus nicotinate mononucleotide adenylyltransferase. purified NadD enzyme, colorimetric absorbance read-out. inhibition, % at 20 µM. actives 0.78% (n = 360,000). AID 602399; in the data active = inhibition above about 26%; note: some compounds past the cut are filed as inactive
Scp1 inh: Scp-1 (human) phosphatase inhibition; Q9GZU7; Recombinant Scp1, phosphopeptide, malachite green phosphate absorbance; inhibition, % at 20 µM; actives 0.88% (n = 340,000); AID 493091;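 active = inhibition above about 50% at 20 µM, limit read from the data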;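 note: plate controls were DMSO wells with enzyme for no effect and wells lacking enzyme for full effect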
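System: truncated SCP-1 phosphatase (76-261aa); medium: Tris acetate buffer pH 5.5 with MgCl2 and Tween-20; incubation: 45 min room-temperature reaction, 5 min colour, 30 min stabiliser; compound: single 20 µM dose, 1% DMSO; reagent: Phosphorylated 17-residue peptide substrate; read-out: % inhibition at 20 µM; technique: colorimetric free-phosphate detection, absorbance 630 nm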
LMPTP block: LMPTP (human) inhibition; AID 651560; inhibition, % at 20 µM; recombinant LMPTP-A, OMFP fluorogenic substrate, fluorescence intensity; actives 0.22% (n = 360,000);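 active = compounds that cut the enzyme signal by at least half of the control window in the single-dose screen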;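 note: plate controls were DMSO wells with enzyme plus substrate for no effect and substrate without enzyme for full effect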
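Assay system: LMPTP-A enzyme. Input: 0.625 nM LMPTP-A final. Probe or stimulus: 400 µM OMFP. Compound dosing: single 20 µM dose. Schedule: 50 min dark incubation at room temperature. Detection: fluorescence intensity of OMFP turnover product. Read-out: percent inhibition versus substrate-only and uninhibited controls. Benchmarks: no-enzyme low control, uninhibited high control.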
STEP block: blocks human striatal-enriched tyrosine phosphatase; actives 0.25% (n = 360,000); AID 588621; P54829; recombinant STEP, OMFP fluorogenic substrate, fluorescence; inhibition, % at 20 µM;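 active = inhibition at 20 µM, scaled per plate between control wells, above about 37%, limit read from the data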;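 note: 0% = DMSO with enzyme and substrate and 100% = substrate only without enzyme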
Target sequence (P54829 whole entry, looked up): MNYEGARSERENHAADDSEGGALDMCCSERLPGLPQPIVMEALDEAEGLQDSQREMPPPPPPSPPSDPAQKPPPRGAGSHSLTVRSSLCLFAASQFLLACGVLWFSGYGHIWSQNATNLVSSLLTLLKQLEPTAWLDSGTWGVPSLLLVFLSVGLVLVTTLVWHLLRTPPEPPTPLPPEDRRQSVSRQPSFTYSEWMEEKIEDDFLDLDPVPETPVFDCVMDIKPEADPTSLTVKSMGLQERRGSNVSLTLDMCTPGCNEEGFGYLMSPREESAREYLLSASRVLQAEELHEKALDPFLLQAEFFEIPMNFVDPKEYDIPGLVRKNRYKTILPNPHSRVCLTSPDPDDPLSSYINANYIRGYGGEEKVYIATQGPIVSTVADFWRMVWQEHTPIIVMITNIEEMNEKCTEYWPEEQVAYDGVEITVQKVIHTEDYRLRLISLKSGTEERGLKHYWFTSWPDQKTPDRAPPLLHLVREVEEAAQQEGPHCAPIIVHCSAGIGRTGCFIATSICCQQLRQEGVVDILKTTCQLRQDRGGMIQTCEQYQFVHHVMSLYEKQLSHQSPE
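material = STEP tyrosine phosphatase | reagent = fluorogenic phosphatase substrate OMFP at 25 µM final | doses = single compound dose of 20 µM, 1% DMSO final | schedule = 20 min reaction, room temperature, in the dark | measured by = fluorescence, 480/540 nm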
Neddyl block: cullin neddylation inhibition; TR-FRET cullin neddylation, biochemical; P61081+Q13564; calls only at 25 µM; AID 651699; actives 0.58% (n = 360,000); in the data active = inhibition above about 36%
CSN inh: inhibitors of human CSN-mediated cullin deneddylation; Purified CSN, SCF-Nedd8-OG deneddylation, fluorescence polarization; inhibition, % at 12.5 µM; actives 0.38% (n = 360,000); AID 651999;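 active = pattern-corrected inhibition above about 35%, with an unprinted fluorescence ratio check between 0.5 and 1.5, limit read from the data, passing the limit was not always enough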;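 note: 0% = enzyme with substrate and 100% = substrate without enzyme; some results filed as inactive read as strong as hits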
Target sequence (Q92905 whole entry, looked up, one chain of several): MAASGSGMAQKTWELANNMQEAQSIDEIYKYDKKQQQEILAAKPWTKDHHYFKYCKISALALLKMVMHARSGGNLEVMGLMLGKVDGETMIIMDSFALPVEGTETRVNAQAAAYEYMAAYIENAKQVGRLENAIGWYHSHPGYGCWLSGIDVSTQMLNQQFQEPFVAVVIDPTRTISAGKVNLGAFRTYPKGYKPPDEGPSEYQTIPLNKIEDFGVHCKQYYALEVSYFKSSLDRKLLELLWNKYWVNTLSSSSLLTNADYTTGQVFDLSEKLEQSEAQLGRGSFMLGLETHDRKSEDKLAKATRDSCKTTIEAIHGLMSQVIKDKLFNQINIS
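Schedule: reaction 90 min, room temperature / Assay system: HEK293T-derived human Csn5 enzyme / Input: Csn5 at 0.24 nM final / Measure: inhibition of Csn5 cleavage, % / Control set: substrate-only high control, full reaction low control / Technique: fluorescence polarization of the substrate / Buffer or medium: Tris/NaCl/DTT buffer, pH 7.5 / Reagent: SCFSkp2-Nedd8OG substrate at 10 nM final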
DNMT1 inh: inhibitors of human DNMT1. DNMT1 molecular beacon, Hinp1I cleavage, fluorescence. AID 588458. actives 0.83% (n = 360,000). inhibition (reported as % activation of signal), % at 10 µM. P26358; in the data active = inhibition above about 50%
SUMO1 PPI mod: alters human SUMO1 binding to SIM partners. P63165. actives 0.33% (n = 360,000). SUMO1 binding to a labelled peptide, TR-FRET, 1 h. AID 602429. inhibition, % at 20 µM; in the data active = inhibition above about 37%
Target sequence (P63165 whole entry, looked up): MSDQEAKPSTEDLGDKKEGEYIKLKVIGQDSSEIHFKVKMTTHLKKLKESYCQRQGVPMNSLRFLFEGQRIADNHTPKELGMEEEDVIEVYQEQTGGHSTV
Rpn11 inh: inhibitors of human proteasome Rpn11; actives 0.59% (n = 360,000); AID 588493; calls only at 20 µM; human 26S proteasome, Ub4-pepOG fluorescence polarization; 20S core pre-blocked with epoxomicin; O00487;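 active = inhibition at 20 µM, scaled to each plate's controls, above about 33%, limit read from the data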
Rin1-Abl PPI inh: blocks binding of human Rin1 to Abl. TR-FRET Rin1/Abl binding, biochemical. inhibition, % at 7.35 µM. actives 0.4% (n = 360,000). AID 588664; in the data active = inhibition above about 5%, passing the limit was not always enough
Starred values were filed as active, the others as inactive; i = inactive; . = no result given; + = active, no number; & = joins results of further samples.

NadD block,Scp1 inh,LMPTP block,STEP block,Neddyl block,CSN inh,DNMT1 inh,SUMO1 PPI mod,Rpn11 inh,Rin1-Abl PPI inh,SMILES
-2,-6,0.4,-3,i,-4,0,-5,i,1,O=C(COc1ccc(Cl)cc1)NC1CC1
1,-5,-0.6,-3,i,4,2,1,i,0,CCC(CC)NC(=O)COC(=O)c1cccc(C)c1O
-1,-5,3.1,-1,i,7,-1,-14,i,-12,O=C1CCCC2=C1C(c1ccccc1)C1C(=O)c3ccccc3C1=N2 (stereo not drawn)
8,0,3.6,1,i,-6,-5,-51,i,-10,Cc1nc(N2CCN(c3ccccn3)CC2)c2c(C)c(C(=O)Nc3ccc(F)cc3Cl)sc2n1
3,-4,1.4,0,i,-4,-2,-24,i,-11,Cc1ccc(N=C2C(=O)Nc3ccc(C)c(Br)c32)cc1
5,-6,-0.2,0,i,3,0,4,i,0,CCCCN(C(=O)CCNC(=O)NC12CC3CC(CC(C3)C1)C2)c1c(N)n(CCCC)c(=O)[nH]c1=O
-1,-19,1.6,3,i,4,-4,-1,i,2,CC1CN(c2nnc(NC(=O)c3ccccc3)s2)CC(C)O1 (stereo not drawn)
-2,-10,-1.4,2,i,2,0,-5,i,0,O=[N+]([O-])c1ccc(C=NN=Cc2ccc([N+](=O)[O-])cc2)cc1
-1,0,-1.3,2,i,-3,2,1,i,-5,COc1cccc(C(=O)N2CCN(S(C)(=O)=O)CC2)c1
0,-4,-1.3,-2,i,0,-2,1,i,-2,CCN(C[C@H]1N[C@@](CC)(C(=O)OC)[C@H]2C(=O)N(Cc3ccccc3)C(=O)[C@@H]12)C(=O)c1ccccc1
18,5,3.7,0,i,5,-13,2,i,-3,COc1ccc(S(=O)(=O)N2CCC(c3cc(-c4cccc5ccccc45)n[nH]3)CC2)cc1
1,8,0.1,-2,i,4,0,2,i,0,CC(C)=CC(=O)NCCc1ccccc1
6,19,-0.5,3,i,-6,1,-3,i,1,CCN1C(=NCC2CC2)N[C@@H](c2ccccc2)C(C(=O)OC)=C1C
-1,-3,-0.6,-1,i,-1,2,0,i,-2,CC(=O)NC(C)C12CC3CC(CC(CC(=O)O)(C3)C1)C2 (stereo not drawn)
0,17,-0.9,2,i,-3,8,9,i,3,COc1cc([C@@H]2CC=C(C(=O)O)[C@H](c3ccccc3F)N2S(=O)(=O)c2ccc(C)cc2)cc(OC)c1OC
-5,-2,0.1,-1,i,0,-1,6,i,-1,CC(=O)c1cccc(NC(=O)c2cccc(S(=O)(=O)N3CCOCC3)c2)c1
3,51*,-2.2,-3,i,5,0,-34,i,-1,COC(=O)c1ccccc1NC(=O)c1cc[n+](C)cc1
-4,-7,-2.7,2,i,-2,-1,5,i,3,O=C(CSCc1ccc(Cl)cc1)Nc1ccc(O)cc1C(=O)O
0,4,1.1,-3,i,1,-1,-1,i,2,O=C(CCN1C(=O)C2C3C=CC(C3)C2C1=O)Nc1ccc(F)cc1 (stereo not drawn)
-3,.,-0.6,2,i,-3,1,4,i,4,CC1(C(=O)NCCC#N)CCN1C(=O)C1(c2ccccc2)CCCC1 (stereo not drawn)
-1,.,0.5,-2,i,4,8,-5,i,1,CN(Cc1c(F)cccc1Cl)C(=O)COC(=O)Cn1cnc2ccccc2c1=O
1,-11,-0.7,-2,i,-4,0,1,i,1,CC(=O)c1nnn(-c2c(F)cccc2F)c1C
-1,-5,0.1,0,i,3,4,1,i,3,CCOC(=O)N1CCC(NC(=O)CS(=O)(=O)Cc2nc(-c3ccccc3Cl)oc2C)CC1
-7,-8,-8.5,1,.,2,-1,-4,i,-3,OCCCCc1nccc2c1[nH]c1ccccc12
4,1,-0.1,-2,i,-5,4,0,i,2,COc1ccccc1CN(C(=O)CNC(=O)c1ccco1)C(C(=O)NCC1CCCO1)c1ccc(OC)c(OC)c1 (stereo not drawn)
2,1,1.7,-6,i,-1,2,4,i,3,CCOC(=O)c1c(C)nc2c(c(SC)nn2-c2ccccc2)c1N
-1,43,1.6,-4,i,-1,-8,-3,i,1,Cc1ccc(S(=O)(=O)NCCC(=O)NCc2ccc3c(c2)OCO3)cc1C
2,-5,-0.3,1,i,-3,-5,-15,i,0,Cn1cnc2c(=O)[nH]cc([N+](=O)[O-])c21
-6,-4,-0.6,-4,i,-5,5,1,i,-1,CCCCSc1nc2[nH]ncc2c(=O)[nH]1
-1,4,0.2,2,i,-4,-10,-10,i,2,Cc1cc(C)cc(NC(=S)/C(=C(\[O-])c2ccc(Cl)s2)[n+]2cccc(C)c2)c1
0,-5,1.6,-2,i,0,-2,-1,i,-2,Cc1ccc(NC=C(S(=O)(=O)c2ccccc2)S(=O)(=O)c2ccccc2)cc1
-2,5,0.6,-4,i,-1,-2,-7,i,1,Clc1cccc(Cl)c1-c1nnc2cccc(Cl)n12

The closing 4 entries of the section above open the next one.
NadD block,Scp1 inh,LMPTP block,STEP block,Neddyl block,CSN inh,DNMT1 inh,SUMO1 PPI mod,Rpn11 inh,Rin1-Abl PPI inh,SMILES
-6,-4,-0.6,-4,i,-5,5,1,i,-1,CCCCSc1nc2[nH]ncc2c(=O)[nH]1
-1,4,0.2,2,i,-4,-10,-10,i,2,Cc1cc(C)cc(NC(=S)/C(=C(\[O-])c2ccc(Cl)s2)[n+]2cccc(C)c2)c1
0,-5,1.6,-2,i,0,-2,-1,i,-2,Cc1ccc(NC=C(S(=O)(=O)c2ccccc2)S(=O)(=O)c2ccccc2)cc1
-2,5,0.6,-4,i,-1,-2,-7,i,1,Clc1cccc(Cl)c1-c1nnc2cccc(Cl)n12
-9,-12,1.4,6,i,-1,6,0,i,-2,Cc1ccc(S(=O)(=O)N(C)c2cc(S(=O)(=O)N3CCC(C)CC3)c(C)cc2C)cc1
5,-8,-2.0,-1,i,-5,-16,1,i,-2,Cc1cc2c(OCC(O)CNC(C)(C)C)cccc2[nH]1 (stereo not drawn)
-3,-1,-1.4,0,i,-2,3,-10,i,-10,O=C(CNC(=O)c1sc2ccccc2c1Cl)NCc1cccc(C(F)(F)F)c1
0,2,-0.7,-1,i,1,-6,2,i,1,C#CCNC(=O)C1=C[C@@H](C2CC2)C[C@@H](OCCCCO)O1
-2,-8,0.3,1,i,0,1,-2,i,4,Cc1ccc(NC(=O)CN(C)C(=O)CSc2ccc3c(c2)OCCO3)cc1
-1,.,-1.7,.,i,2,.,-2,.,.,CCN(C)C1CN(Cc2cn(Cc3cccc(C(F)(F)F)c3)nn2)S(=O)(=O)C1 (stereo not drawn)
38*,25,13,5,i,44*,-108,106*,+,13*,C#CCOCCOCCOCCNc1nc(N2CCN(C(=O)CCCCCCCCCCNC(=O)Cn3cc(C[C@@H](C)O)nn3)CC2)nc(N2CCN(C(=O)CCCCCCCCCCNC(=O)[C@H](CCCN=C(N)N)n3cc(C[C@@H](C)CC)nn3)CC2)n1
-1,-5,0.5,2,i,-2,2,-1,i,0,Cc1cc(C)c(C)c(S(=O)(=O)NCc2ccc(C(=O)N3CCCCC3)cc2)c1C

A section from the list above:
NadD block,Scp1 inh,LMPTP block,STEP block,Neddyl block,CSN inh,DNMT1 inh,SUMO1 PPI mod,Rpn11 inh,Rin1-Abl PPI inh,SMILES
38*,25,13,5,i,44*,-108,106*,+,13*,C#CCOCCOCCOCCNc1nc(N2CCN(C(=O)CCCCCCCCCCNC(=O)Cn3cc(C[C@@H](C)O)nn3)CC2)nc(N2CCN(C(=O)CCCCCCCCCCNC(=O)[C@H](CCCN=C(N)N)n3cc(C[C@@H](C)CC)nn3)CC2)n1
-1,-5,0.5,2,i,-2,2,-1,i,0,Cc1cc(C)c(C)c(S(=O)(=O)NCc2ccc(C(=O)N3CCCCC3)cc2)c1C

Next records.
NadD block,Scp1 inh,LMPTP block,STEP block,Neddyl block,CSN inh,DNMT1 inh,SUMO1 PPI mod,Rpn11 inh,Rin1-Abl PPI inh,SMILES
0,-13,-1.2,3,i,1,0,1,i,-1,CCOc1ccccc1-n1c(=S)sc2c(=O)n(-c3ccc(F)cc3)c(SCC(=O)O)nc21
-6,-2,0.3,1,i,-2,3,-2,i,-3,Cc1cc(C(=O)CSc2nnnn2-c2ccccc2)c(C)n1CC1CCCO1 (stereo not drawn)
3,-6,-0.2,0,i,-1,3,-1,i,1,COCCn1c(SCC(=O)N(C)c2ccccc2)nc2c([nH]c3ccccc32)c1=O
-13,-10,1.4,0,i,-14,-1,-5,i,-5,O=C(Nc1ccc2c(c1)OCCO2)c1oc2ccccc2c1NC(=O)C1CC1
-3&-1,-13&-7,-2.6&-3.0,-2&-3,i,0&5,4&-2,-12&-14,i,-2&-6,CCOC(=O)N1CCC(Nc2c(NCCCN(CC)Cc3ccccc3)c(=O)c2=O)CC1
3,-1,-1.1,3,i,7,2,0,i,2,Cc1cnc(C(=O)NC(C)CCc2ccccc2)cn1 (stereo not drawn)
-2,-7,-0.2,-4,i,1,3,0,i,3,O=C(Nc1ccc2c(c1)OCCO2)N1CCN(c2ccccc2)CC1
-3,-3,-0.8,-2,i,7,4,-13,i,2,COC(=O)C1=C(NC(=O)c2ccccc2C)CCS1
-2,-4,0.0,-2,i,0,1,0,i,0,Cn1c(=N)n(CC(=O)C(C)(C)C)c2ccccc21
3,-9,-2.0,-1,i,-7,-3,-27,i,-2,COC(=O)c1cnn(-c2ccc(Cl)cc2)c1/C=N/NC(N)=S
-10,-1,-0.2,2,i,2,0,3,i,0,Cc1cc(OCC(O)CN2CCc3ccccc3C2)cc(C(C)C)c1 (stereo not drawn)
-2,-7,-0.9,-2,i,-1,-1,0,i,-3,COC(=O)c1ccc(NC(=S)Nc2ccccc2)cc1
0,5,-0.2,-3,i,-2,1,0,i,2,CCn1c(SCC(=O)N2CCN(C(=O)c3ccco3)CC2)nnc1C(C)C
3,-5,-1.7,2,i,4,4,-4,i,-2,CCN(CC(=O)NCc1cccs1)CC(=O)Nc1ccc(C(N)=O)cc1
